M1 PAM parental – nonselective calcium activators in parental CHO-K1 cells, primary screen, counter-screen for M1 PAM project, cell-based, Fluo-8 calcium fluorescence, full deck, 1536-well; ATP EC20; 0% at ATP EC20, 100% at ATP max; activation, % at 3 µM; 0.02% of 360,000 active;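 active means activation above the run cutoff, the mean activation of all test compounds plus 3 SD, cut at about 40% in these data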;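 further: peak over basal fluorescence ratio in a 140 s read after ATP addition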
TAAR1 agonist – human TAAR1 agonists, primary screen, Fluo-8 calcium fluorescence, CHO RD-HGA16 cells. Trace amine-associated receptor 1 (Homo sapiens), Q96RJ0. vehicle wells 0%, saturating PEA agonist 100%. activation, % at 3 µM. 0.99% of 360,000 active. AID 624467, 2012;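 active means activation above the mean activation of all test compounds in the run plus 3 SD, cut at about 38% in these data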
Target sequence (Q96RJ0 whole entry, looked up): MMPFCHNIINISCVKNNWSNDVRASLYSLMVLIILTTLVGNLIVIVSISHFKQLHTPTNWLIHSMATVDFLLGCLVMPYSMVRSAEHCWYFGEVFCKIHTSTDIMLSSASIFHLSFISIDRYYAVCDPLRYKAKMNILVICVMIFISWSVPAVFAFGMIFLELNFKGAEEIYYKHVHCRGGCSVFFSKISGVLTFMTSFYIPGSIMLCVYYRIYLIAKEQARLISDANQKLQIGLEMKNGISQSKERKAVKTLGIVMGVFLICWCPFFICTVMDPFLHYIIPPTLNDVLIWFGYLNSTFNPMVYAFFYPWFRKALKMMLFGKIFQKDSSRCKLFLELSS
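Repeats: no replicates (n 1) | Material: CHO-derived RD-HGA16 cells with stable Gα16 and human TAAR1 | Technique: Kinetic Fluo-8 calcium fluorescence | Schedule: 17-24 h seeding, 75 min 37 °C dye, 30 min RT | Evaluation: % activation from peak over basal fluorescence ratio, DMSO-to-PEA scaled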
CHO parental Ca – ATP-evoked calcium signal inhibitors, parental CHO, primary screen, counter-screen for OX1R antagonist project, cell-based, fluorescence, Fluo-8 calcium dye | parental CHO-K1, ATP-induced calcium, Fluo-8 fluorescence | AID 463079, 2010 | inhibition, % at 5.6 µM | 0.63% of 330,000 active;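 active means inhibition above that plate's mean sample inhibition plus 3 SD, cut at about 26% in these data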;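 further: 0% = ATP-challenged DMSO wells and 100% = DMSO wells without ATP; some compounds past the cut are filed as inactive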
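Material: parental CHO cells / Compound: single nominal dose of 5.6 µM per compound / Signal: Fluo-8 fluorescence / Replicates: singlicate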
CHO-K1 Ca antag – counter-screen for M1 antagonists: effect in parental CHO-K1 cells; ATP-induced calcium, Fluo-8 fluorescence; inhibition, % at 3 µM; 0.6% of 360,000 active; AID 602250;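 active means inhibition above a per-plate cutoff, the plate's mean sample inhibition plus 3 SD, cut at about 24% in these data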;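 further: 0% = DMSO plus EC80 ATP and 100% = DMSO alone without ATP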
TAAR1 antagonist – human TAAR1 antagonists, primary screen, Fluo-8 calcium fluorescence, CHO RD-HGA16 cells; Trace amine-associated receptor 1 (Homo sapiens), Q96RJ0; antagonist; inhibition, % at 3 µM; 1.5% of 360,000 active; AID 624466, 2012;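 active means inhibition above a per-plate cutoff, the mean inhibition of test compounds on that plate plus 3 SD, cut at about 49% in these data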;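 further: 0% = DMSO plus EC80 beta-PEA response and 100% = DMSO alone without agonist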
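System: CHO RD-HGA16 cells bearing hTAAR1. Reagent: EC80 β-phenethylamine stimulus. Schedule: seeding 17-24 h prior, 75-min 37 °C, 30-min RT dye loading. Signal: Fluo-8 intracellular calcium dye fluorescence, real-time kinetic reads. Read-out: % inhibition from peak post-agonist over basal fluorescence ratio. Benchmarks: vehicle wells and EC80 agonist wells. Replicates: n of 1.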
CHRM1 agonist – human M1 muscarinic receptor agonists, primary screen, Fluo-8 calcium fluorescence, CHO-K1 cells, HTS | activation, % at 3 µM | AID 588814, 2011 | CHO-K1 hM1, agonist mode; 0% DMSO, 100% acetylcholine EC100 | 0.33% of 360,000 active | Muscarinic acetylcholine receptor M1 (Homo sapiens), P11229;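 active means activation above the run's mean compound activation plus 3 SD, cut at about 16% in these data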;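 further: peak over basal fluorescence ratio within a 140 s kinetic read after compound addition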
Target sequence (P11229 whole entry, looked up): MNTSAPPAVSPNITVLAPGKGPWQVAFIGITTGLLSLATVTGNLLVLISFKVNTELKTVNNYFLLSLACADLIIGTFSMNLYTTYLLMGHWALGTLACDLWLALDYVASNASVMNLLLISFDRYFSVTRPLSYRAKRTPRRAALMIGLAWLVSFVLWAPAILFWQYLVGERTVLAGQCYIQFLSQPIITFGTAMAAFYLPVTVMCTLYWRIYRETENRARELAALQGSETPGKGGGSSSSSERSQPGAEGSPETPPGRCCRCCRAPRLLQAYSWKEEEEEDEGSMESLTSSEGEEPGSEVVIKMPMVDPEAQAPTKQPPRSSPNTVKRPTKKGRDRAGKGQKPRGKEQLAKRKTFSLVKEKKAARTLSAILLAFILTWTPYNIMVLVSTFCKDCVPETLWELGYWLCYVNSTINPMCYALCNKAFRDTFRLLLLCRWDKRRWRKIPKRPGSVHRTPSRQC
CHRM1 PAM – human M1 muscarinic receptor positive allosteric modulators, primary screen, CHO-K1 cells, Fluo-8 calcium fluorescence, 1536-well. 0.088% of 360,000 active. activation, % at 3 µM. CHO-K1 hM1, ACh EC20; 0% = ACh EC20, 100% = maximal ACh; in the data active means activation above about 19%, passing the limit was not always enough
CHRM1 antagonist – human M1 muscarinic receptor antagonists, primary screen, CHO-K1 cells, Fluo-8 calcium fluorescence, 1536-well; CHO-K1 hM1, ACh EC80 antagonist; Muscarinic acetylcholine receptor M1 (Homo sapiens), P11229; inhibition, % at 3 µM; AID 588852, 2011; 1.3% of 360,000 active;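 active means percent inhibition above its own plate's cutoff, namely the mean of that plate's compound wells plus 3 SD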;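 further: peak over basal fluorescence ratio during 140 s after agonist addition; 0% = ACh EC80 plus DMSO and 100% = DMSO alone without agonist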
M1 ag parental – counter-screen for M1 agonists: effect in parental CHO-K1 cells | Fluo-8 calcium fluorescence; scaled to maximal ATP response, vehicle zero | activation, % at 3 µM | 0.48% of 360,000 active | AID 602248, 2012; in the data active means activation above about 15%;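 further: untransfected CHO-K1 host cells lacking M1 receptor as counterscreen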
* hit, by the source's call; . = no result given. Not a hit list; about 4.4% have a hit in one of these screens.

The line under a structure holds: CHRM1 PAM	CHO parental Ca	CHRM1 agonist	M1 ag parental	TAAR1 agonist	TAAR1 antagonist	CHO-K1 Ca antag	CHRM1 antagonist	M1 PAM parental
COCCCNc1nc2c(c(=O)[nH]c(=O)n2C)n1CC(O)COc1ccccc1C (stereo unspecified)
  -1.5	-10.0	-5.4	-0.1	-0.1	-8.2	1.6	-1.5	-2.5
Cc1cc(N)nc(=O)n1C1CC(O)C(CO)O1 (stereo unspecified)
  -0.6	.	0.0	-0.1	0.6	-27.6	-7.2	-8.5	-9.0
CCC(=O)N/N=C/c1ccc(-c2ccc(Cl)cc2)o1
  5.0	-3.4	-2.1	-0.4	-1.3	-26.4	-7.8	1.1	6.0
COc1cc(N/C(N)=N/c2nc(C)cc(C)n2)cc(OC)c1
  -0.1	-8.2	-9.0	3.4	8.4	-20.8	-22.9	-1.2	12.7
COC(=O)c1sc2nc(CN3CCOCC3)nc(N3CCOCC3)c2c1C
  1.6	-17.5	-6.2	-0.4	3.9	1.2	-2.5	-0.3	5.6
O=C(NCCc1ccc(Cl)cc1)C1CCN(C(=O)c2ccc(F)cc2)CC1
  11.8	-3.0	-0.9	1.9	1.8	-16.6	-16.7	4.2	13.1
CCN(c1ccccc1)S(=O)(=O)c1ccc(C(=O)Nc2ccccc2OC)cc1
  -0.9	-24.5	-5.7	0.6	-1.0	35.0	-16.0	-4.4	18.5
O=[N+]([O-])c1ccc(OCC(O)CNC2CCCC2)cc1 (stereo unspecified)
  -1.6	-14.9	-5.2	0.5	1.0	-45.9	-6.5	11.2	5.3
Cc1nonc1NC(=O)CSc1ccc(-c2ccccc2)nn1
  1.0	-13.8	-4.7	1.8	1.5	8.5	-14.6	0.9	33.3
CCCn1c(=O)c2c(nc(Br)n2CCC)n(C)c1=O
  1.9	2.5	-3.2	2.4	5.0	5.2	-11.6	7.4	21.4
CCOc1cc(S(=O)(=O)NCCCn2ccnc2)ccc1Cl
  8.6	-10.1	-4.5	11.9	-0.4	-30.2	-5.8	-6.2	20.2
C=CCn1c(=O)c2c(nc(-n3nc(C)cc3C)n2C)n(C)c1=O
  9.5	.	-1.8	0.3	4.0	-14.9	-10.7	-25.9	5.2
COc1ccc(C)cc1NC(=O)C(OC(=O)C1=NNC(=O)CC1)c1ccccc1 (stereo unspecified)
  6.5	-15.2	-2.4	0.1	3.6	1.0	-9.4	-5.3	18.3
CCOc1cccc2cc(-c3csc(NC(=O)CCC(=O)NCCN4CCCCC4C)n3)c(=O)oc12 (stereo unspecified)
  2.9	-14.8	-0.8	0.3	2.0	-1.3	-13.2	-0.1	11.1
COc1ccc(C2OC34CCCCC3C(C#N)(C#N)C2(C#N)C(=N)O4)cc1 (stereo unspecified)
  1.0	-13.0	-1.8	0.6	11.3	16.4	-21.6	-2.8	18.4
COc1ccc(C(OC(=O)c2ccco2)C(=O)NC2CCCC2)cc1 (stereo unspecified)
  11.6	-14.0	-1.9	0.7	0.0	-11.8	-6.4	-12.9	-8.1
Cc1ccc(S(=O)(=O)N2CCOCC(=O)NCCOCCNC(=O)COCC2)cc1
  9.1	.	-3.4	0.0	-0.1	-1.8	-8.7	-8.8	15.4
COc1ccccc1NC(=O)COC(=O)c1cc2ccccc2cc1O
  2.1	-22.0	-5.3	1.1	11.7	37.9	-13.6	5.5	7.1
C=CCC1NS(=O)(=O)O[C@H](CCCC)[C@@H]1O (stereo partly specified)
  1.8	-4.3	-4.6	0.0	7.0	9.7	-8.0	-0.6	13.3
CCOc1ccccc1N1CN(Cc2ccccc2)CNC1=S
  7.8	-25.3	2.7	0.9	1.8	-9.1	-7.3	-13.1	9.7
CC(=O)O[C@@H]1[C@H](Oc2c(O)c(C)c3c4c2[C@H](C)CC[C@H]4[C@H](C)C[C@@H]3C=C(C)C)O[C@@H](C)[C@@H](O)[C@H]1O
  8.3	.	2.6	-0.3	-0.5	-18.9	-2.1	-8.3	16.6
COc1cc2cnc(-c3cccnc3)cc2cc1OC
  7.0	-9.4	-7.0	0.8	1.0	4.9	-11.1	-8.8	-13.8
COc1ccc(Cl)cc1NC(=O)CN(C)C(=O)Cc1ccsc1
  -2.8	-20.5	-1.0	2.8	0.8	-19.6	21.6	12.3	-5.2
CCOC(=O)c1c(CC(C)C)csc1NC(=O)c1ccccc1C(=O)O
  6.5	-20.3	-4.4	-0.5	2.5	-17.0	-8.2	-10.3	1.2
CCOc1c(Nc2ccc(C(C)C)cc2)c(=O)c1=O
  2.9	-19.7	-3.7	0.2	-3.2	-10.8	9.4	-9.6	-20.0
Cc1ccc2cc(CN(C(=O)c3ccco3)c3ccccc3)c(=O)[nH]c2c1
  3.5	-16.8	-2.0	0.7	-1.9	1.5	-4.3	-2.1	15.9
CCC(C)C1Nc2ccc(C(=O)NCc3ccc4c(c3)OCO4)cc2NC1=O (stereo unspecified)
  2.2	1.0	-4.5	1.8	2.7	16.6	-8.4	0.7	4.8
COc1cccc(-c2sc3ccc(OC)cc3c2C#CCC(C)O)c1 (stereo unspecified)
  9.9	-30.6	-1.9	1.4	-0.8	-1.9	-6.7	-1.4	8.3
COc1ccc2nc3c(cc2c1)c(NC(=O)CC(C)C)nn3CC(C)C
  13.4	-3.5	-0.8	0.3	0.6	11.9	7.9	-7.1	-3.0
CCN1/C(=C2/OC(=S)N(C)C2=O)Sc2ccccc21
  3.4	.	-2.5	-0.1	3.9	-5.3	7.5	-0.5	3.0
CC(=O)Nc1cccc(C(=O)Nc2cccc3ncccc23)c1
  17.7	-7.2	-1.6	0.3	-3.3	-2.9	-12.2	-15.8	17.9
Cc1ccsc1/C=C(\C#N)C(=O)Nc1c(C)n(C)n(-c2ccccc2)c1=O
  0.6	0.5	-9.3	0.4	0.9	0.6	-4.2	0.9	-8.9
CCCn1c(SCC(=O)Nc2ccccc2C(=O)NC2CC2)n[nH]c1=O
  -0.4	-15.7	-3.7	-0.4	0.9	-15.5	-6.2	0.0	-4.8
O=C(C1CCCO1)N1CCN(C(=S)Nc2ccc(Br)cc2)CC1 (stereo unspecified)
  3.4	-2.8	-1.1	1.9	0.9	-37.0	-2.9	0.1	5.6
COc1ccc(N(C)C(=O)c2cn(CC(C)C)c(=O)c3cc(OC)c(OC)cc23)cc1
  9.0	-13.1	-4.2	1.6	0.4	3.9	-13.6	-17.1	16.3
COc1ccccc1C(=O)NC(CCSC)C(=O)OCC(=O)NC(=O)NCc1ccco1 (stereo unspecified)
  0.8	-20.2	-3.0	0.2	2.2	-5.5	-1.4	-26.6	2.8
CSc1cccc(NC(=O)CN(c2cc(C)ccc2C)S(C)(=O)=O)c1
  0.2	1.4	-2.3	3.2	2.3	-10.5	-6.2	3.3	19.8
Cc1ccc(C(=O)C(C)N2C(=O)NC(C)(c3ccccc3)C2=O)cc1 (stereo unspecified)
  2.6	-4.1	-2.8	0.0	4.0	14.4	3.9	1.8	-9.6
O=C1NC[C@H](CCCCN2CCN(CCC3CCCCC3)C(=O)C2=O)N(CCC2CCCCC2)C1=O
  .	.	.	1.5	8.5	-22.8	-7.4	.	12.2
CCOC(=O)c1c(C)[nH]c(C(=O)OCC(=O)Nc2ccc(OCC)cc2)c1C
  -0.1	-12.1	-3.9	-0.1	5.5	0.5	-7.6	1.9	4.7
CCCc1ccc(OCc2ccc(C(=O)O)o2)c(OC)c1
  9.3	-4.5	-1.6	0.0	-2.1	-1.9	11.6	-5.9	-2.7
COc1ccc(OC)c2[nH]c(=O)c(CCNC(=O)c3cccs3)cc12
  6.5	2.2	-5.2	0.8	2.4	5.6	3.3	-11.3	3.8
Cc1cccc(N2CCN(C(=O)c3nn(C)c4c3CS(=O)(=O)c3ccccc3-4)CC2)c1C
  -1.6	-18.8	-2.2	1.6	7.1	20.4	10.3	8.3	12.2
CC(C)(C)NCC1(CO)SC(N)=NC1=O (stereo unspecified)
  4.0	-0.2	-2.8	0.4	10.7	0.5	-3.9	2.4	-0.9
CCSc1ccc([C@@H]2[C@H]3C(=O)N(CC)C(=O)[C@H]3[C@]3(C(=O)OC)CCCCN23)cc1OC
  -2.0	-28.6	-8.1	-0.7	.	.	-9.3	-3.6	-13.5
O/N=C(\Cc1cscn1)c1ccc(O)cc1O
  2.0	-1.9	-2.8	0.9	3.7	-14.3	-9.7	-1.6	6.1
Cc1ccc(-c2nc3ccccc3[nH]c2=O)cc1
  14.2	-9.8	0.5	-0.6	-4.7	-15.8	-2.9	-7.3	-5.9
CN(C(=O)c1cccnc1)c1nnc(-c2cccnc2)s1
  -6.3	13.3	-1.2	0.0	1.9	-4.5	1.8	-10.6	-0.9
CCC(CC)C1C(C#N)=C(N)Oc2n[nH]c(C)c21 (stereo unspecified)
  -0.1	-8.7	-3.6	0.0	5.6	23.2	-5.1	8.3	-1.8
O=C(NCc1ccco1)C1(c2ccccc2)CCCC1
  4.6	-14.6	-5.9	-0.1	13.1	-20.4	-3.7	-3.3	5.6
COc1ccc(C2C=C(c3ccc(Br)cc3)Nc3nc(N4C(=O)CCC4=O)nn32)cc1 (stereo unspecified)
  -1.1	3.8	-1.1	-0.4	3.4	4.1	32.8*	9.3	-7.3
COc1ccccc1CC(=O)NC1CCCc2ccccc21 (stereo unspecified)
  -0.1	-8.4	-9.0	-0.3	0.8	-6.4	3.1	-0.7	-1.6
O=c1c2ccccc2nc2oc3ccccc3n12
  -0.8	1.6	-7.1	0.7	0.2	15.4	4.8	1.6	-9.9
O=c1c2nncn2c2cccnc2n1CCNc1ncc(C(F)(F)F)cc1Cl
  6.0	-3.5	-4.9	0.0	2.4	-5.8	-2.5	-12.9	-2.0
